Screening results from PubChem BioAssay.
KDM5B inhibitor: Primary screen for KDM5B Histone Demethylases FDH-coupled qHTS | Lysine-specific demethylase 5B (Homo sapiens), Q9UGL1 | KDM5B demethylase, FDH-coupled NADH fluorescence (FDH is formaldehyde dehydrogenase) | Potency, µM (doses to about 57.7 µM), for the others: top-dose activity change, negative = inhibition, most hits filed as inhibitors | hit rate 2.6% among 220,000 | AID 1347165, 2019; active = well fitted inhibition curve with a large enough effect; inconclusive = small, poorly fitted or top-dose-only effect; inactive = no such curve, though single readings can be large or run the other way; note: 0% is about no effect; nearly all actives have a fitted effect of over 70% in size
Target sequence (Q9UGL1 whole entry, looked up): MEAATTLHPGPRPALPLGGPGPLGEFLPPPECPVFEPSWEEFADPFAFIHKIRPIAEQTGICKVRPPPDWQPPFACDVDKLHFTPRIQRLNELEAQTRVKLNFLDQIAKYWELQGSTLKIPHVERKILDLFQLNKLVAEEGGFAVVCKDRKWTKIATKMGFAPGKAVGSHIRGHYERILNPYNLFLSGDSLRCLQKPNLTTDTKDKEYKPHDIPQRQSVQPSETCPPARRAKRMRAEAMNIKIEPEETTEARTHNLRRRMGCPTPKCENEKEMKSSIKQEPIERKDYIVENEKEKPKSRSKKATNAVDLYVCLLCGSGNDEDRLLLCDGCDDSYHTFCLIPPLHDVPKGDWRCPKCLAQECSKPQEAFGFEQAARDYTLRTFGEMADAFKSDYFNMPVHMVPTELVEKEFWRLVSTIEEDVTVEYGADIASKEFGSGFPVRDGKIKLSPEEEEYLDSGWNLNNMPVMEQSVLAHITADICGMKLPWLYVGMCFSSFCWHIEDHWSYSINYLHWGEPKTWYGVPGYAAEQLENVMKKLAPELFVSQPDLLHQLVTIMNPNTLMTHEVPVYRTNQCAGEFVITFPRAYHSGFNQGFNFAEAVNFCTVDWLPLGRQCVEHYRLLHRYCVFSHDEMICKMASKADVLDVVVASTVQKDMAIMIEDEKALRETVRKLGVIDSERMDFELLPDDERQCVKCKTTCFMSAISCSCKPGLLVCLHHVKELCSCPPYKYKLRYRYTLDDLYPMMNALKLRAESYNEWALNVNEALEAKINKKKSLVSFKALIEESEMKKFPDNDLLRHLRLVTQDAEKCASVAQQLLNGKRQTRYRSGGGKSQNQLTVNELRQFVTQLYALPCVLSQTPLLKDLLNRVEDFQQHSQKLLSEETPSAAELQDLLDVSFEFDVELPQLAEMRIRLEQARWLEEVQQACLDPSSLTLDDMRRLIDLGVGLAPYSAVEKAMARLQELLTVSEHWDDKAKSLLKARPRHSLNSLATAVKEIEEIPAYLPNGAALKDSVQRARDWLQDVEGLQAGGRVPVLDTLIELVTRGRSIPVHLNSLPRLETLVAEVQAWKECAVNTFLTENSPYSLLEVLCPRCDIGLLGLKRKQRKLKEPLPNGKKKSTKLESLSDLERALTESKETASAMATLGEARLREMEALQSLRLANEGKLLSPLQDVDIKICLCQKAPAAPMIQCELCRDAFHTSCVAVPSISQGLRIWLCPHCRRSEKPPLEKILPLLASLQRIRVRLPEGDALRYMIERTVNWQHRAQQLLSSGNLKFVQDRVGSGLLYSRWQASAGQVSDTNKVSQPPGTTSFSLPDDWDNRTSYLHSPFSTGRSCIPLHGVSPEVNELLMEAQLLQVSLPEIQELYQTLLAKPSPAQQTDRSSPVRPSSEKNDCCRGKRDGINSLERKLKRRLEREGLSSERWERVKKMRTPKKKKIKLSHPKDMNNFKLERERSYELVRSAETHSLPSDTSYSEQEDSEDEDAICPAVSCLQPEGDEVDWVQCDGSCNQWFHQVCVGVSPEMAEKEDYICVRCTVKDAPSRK
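Inhibition is measured as reduced NADH fluorescence generation from FDH coupling to formaldehyde release. Truncated KDM5BΔAP at 200 nM final acts on H3K4me3 peptide (12.5 µM in substrate mix) in pH 7.5 HEPES buffer with Tween-20, 30 min, room temperature.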
Starred values were filed as active, the others as inactive; i = inactive; ? = inconclusive; [ ] = dose if it differs, or a comment. Potency is the fitted concentration of half-maximal effect. A portion of the library; the hit share may differ from the screen's.

SMILES | KDM5B inhibitor
Cn1c(CN2CCCN(S(=O)(=O)N3CCCC3)CC2)nnc1C1CC(N)C1 (stereo not given) | 114.1%[activator]
Cc1ccc(/C=C/c2onc(C)c2S(=O)(=O)N2CCC(C(=O)NCc3ccc(OC(C)C)cc3)CC2)cc1 | 4.3%
COCCc1noc([C@@H]2CC(F)(F)CN2C(=O)c2ccoc2)n1 | -6.2%
COCC(C)n1c(C)cc(C(=O)Cn2cnc3c2c(=O)n(C)c(=O)n3C)c1C (stereo not given) | -13.1%
O=c1cc(CSc2nnnn2-c2ccccc2)[nH]n1-c1ccc(F)cc1 | -8.7%
CCC(c1cccs1)N1C(=O)[C@H]2CN(S(=O)(=O)c3c(C)noc3C)C[C@H]2C1=O (stereo not given in full) | 1.3%
COc1ccc(CNC(=O)c2csc(NCc3ccccc3)n2)cc1 | -23.7%
CCc1nncn1C1CCN(C(=O)c2cc(F)ccc2Cl)CC1 | 15.8%
c1ccc(CN2CCc3c(sc4ncnc(N5CCOCC5)c34)C2)cc1 | -19.9%
Cc1ccc(C)c(NC(=O)CCn2nc(C)c3c(C)n(-c4ccccc4)nc3c2=O)c1 | ?
Cc1nc(-c2ccccc2)sc1CCNC(=O)C(=O)Nc1ccc(F)c(Cl)c1 | -24.7%
CC/C=C(/C)C(=O)NCc1ccc(C)s1 | 29.3%
Cc1ccc(-c2cn3c(n2)N(S(C)(=O)=O)CCC3)cc1 | ?
O=C1OC[C@@H]2CCN(S(=O)(=O)Cc3ccccc3)Cc3ccc(F)cc3N12 | 13.2%[86.2 µM]
CC1(C)Cc2nc3sc(C(=O)NCCCO)c(N)c3cc2CO1 | -14.6%
CCCN1CCS(=O)(=O)N(Cc2cn(Cc3ccc(Cl)cc3)nn2)C(C(=O)OC)C1 (stereo not given) | 20.7%
NC(=O)c1sc2nc(-c3cccnc3)ccc2c1N | 16.4%
COCCNC(=O)C(c1ccc(F)cc1)N(Cc1ccccc1)C(=O)CCC(=O)Nc1nccs1 (stereo not given) | 29.1%
Cc1nn(C)c2c1c(C(F)(F)F)cc(=O)n2C(C)C(=O)Nc1ccccc1F (stereo not given) | ?
Cc1cccc(NC(=O)c2ccco2)c1C(=O)O | 6.4%
CC(C)C(C)NC(=O)c1ccc(CNC(=O)OC(C)(C)C)cc1 (stereo not given) | -10.4%
O=C(Nc1nccs1)C1CC(=O)N(c2n[nH]c3ccccc23)C1 (stereo not given) | 7.8%
CC(=O)Nc1c(O)nc(C)[nH]c1=O | 0.0%
Cc1ccccc1CCNC(=O)c1ccc2c(c1)nc1n2CCC(C)C1 (stereo not given) | -7.3%
COc1ccc(NC(=O)COc2ccccc2C)c2cccnc12 | 164.8%[activator]
COCCC(=O)NCC(=O)N1CCCCCNC(=O)CC1c1ccccc1 (stereo not given) | 14.7%
Cn1ccc2c(C(=O)NCCC(N)=O)nc(-c3cccc(CO)c3)cc21 | i
CCOC(=O)c1cc(-c2ccccc2)n(CCC(=O)NC2CCCCC2)c1C | -63.3%
Nc1nnnn1Cc1nnc(SCc2cccc(Cl)c2)n1-c1ccccc1 | 18.3%
COc1cccc(OC)c1CN1C[C@@H](CO)[C@H](c2nc(C)no2)C1 | -29.4%
CN1C(=O)[C@@H]2C[C@@H](O)CN2C2(CN(Cc3cccs3)C2)C1=O | 11.2%[86.2 µM]
CN1CCCC(CN(C)C(=O)c2cc(-c3cnn(CCO)c3)nc3ccccc23)C1 (stereo not given) | 31.6µM*
COCCOC1CCN(C(=O)Nc2ccccc2)CC1 | 5.1%
COc1ccccc1-c1nc2cnccn2c1NCCC(=O)Nc1ccc2c(c1)OCO2 | 28.2µM*
O=C(Nc1ccc(Cl)nc1)c1ccc2ccnn2c1 | 31.6µM*
CC(=O)c1ccc(N2C(=O)N(CC(=O)c3ccc(C)cc3)c3ccccc3S2(=O)=O)cc1 | -36.1%
COc1ccc(/C=C2\Oc3cc(OC(=O)N4CCOCC4)ccc3C2=O)cc1 | -26.2%
Cc1cccc(NC(C)C(=O)Nc2sccc2C#N)c1C (stereo not given) | -32.2%
COc1ccc(Cl)cc1C(=O)Nc1c2c(nn1-c1ccc(Cl)cc1)CS(=O)(=O)C2 | 8.8%
COc1ccc(-c2nc3ccccc3n3c(-c4cccc(C)c4)c4c(=O)n(C)c(=O)n(C)c4c23)cc1OC | ?
COc1ccc(C(O)P(=O)(OCc2ccccc2)c2ccc(N(C)C)cc2)cc1 (stereo not given) | -2.8%
Cc1cc(NC(=O)c2cccnc2)cc(-c2nc3cc(Cl)ccc3o2)c1O | -4.5%
CN1C[C@H](NCc2cccc(Cl)c2)CCC[C@@H](C(=O)N(C)Cc2cccnc2)CC1=O | 26.0%
COc1ccc(CC(=O)N2Cc3ccccc3CC23CCCN(C(=O)CCCN)C3)cc1 (stereo not given) | -21.2%[115 µM]
Cc1ccc(-n2cccc2/C=C(/C#N)c2ccc(F)cc2)cc1 | -1.2%
C[C@@H](NC(=O)c1ccccc1)c1c(-c2ccc(F)cc2)noc1C(=O)O | -11.1%[86.2 µM]
Cc1nn2c(c1-c1ccccc1OCc1ccccc1)N(C(=O)CCc1cccnc1)CCC2 | 23.4%
CC#CCn1cc2c3c(cccc31)[C@H](CC(C)C)N[C@H](C(=O)NCc1cccs1)C2 | ?
CC(C)CN1C(=O)c2cccn2CC1C(=O)NCCCN1CCN(C)CC1 (stereo not given) | -1.2%
O=C(CSc1ncnc2ccccc12)Nc1c(Cl)cccc1Cl | 13.9%

Following part:
SMILES | KDM5B inhibitor
COC[C@H]1NC(=O)CC[C@H]1C(=O)Nc1ccc2c(c1)OCCO2 | -27.8%
O=C1CCN(S(=O)(=O)c2ccccc2)CCCN(Cc2cn[nH]c2-c2cccs2)CCN1 | -6.0%
Cc1cnccc1CNC(=O)CC(c1cccc(O)c1)c1cccc(Cl)c1 (stereo not given) | ?
O=C(NCc1ccncc1)c1cc(-c2ccc(F)cc2)nc2ccccc12 | ?
COc1ccc(OCC(=O)Nc2cc(-c3cccc(Cl)c3)nn2-c2ccccc2)cc1 | -14.2%
Cc1cccc(Cn2c(N3CCN(Cc4c(F)cccc4Cl)CC3)nc3c2c(=O)[nH]c(=O)n3C)c1 | 14.0%
Cc1cccc(OCC(=O)Nc2ccc3oc(-c4ccccc4F)nc3c2)c1 | ?
CN1Cc2nc(-c3cnn(C)c3)ccc2OCC1=O | ?
Cc1c(NC(=O)CCC(C)C)cccc1C(=O)N1CCc2sccc2C1 | -1.5%
CC(C)(C)C(=O)N1CCC2(CC1)C(=O)N(CC(=O)Nc1cccc(Cl)c1)CN2c1ccccc1 | -26.0%
O=C(Cc1ccccc1)NC[C@H]1Cn2c(-c3ccc4c(c3)OCO4)cnc2CO1 | ?
CCOc1cc(=O)n2c(c1C(=O)NCc1cccc(Cl)c1)CCCC2 | -9.2%
Cc1ccc(C2C=C(c3ccccc3)Nc3nc(NS(C)(=O)=O)nn32)cc1 (stereo not given) | 5.6%
Cc1cc(C)c2c(=O)n(Cc3ccc(Cl)cc3)c(=O)n(-c3ccccc3)c2n1 | -15.9%
O=C(O)c1ccc(C(=O)O)nc1 | -33.7%
Cc1nn2c(c1-c1ccccc1Oc1ccccc1)N(Cc1ccc(C(=O)O)s1)CCC2 | ?
Cc1cc(OCC(=O)OCC(=O)c2ccc3c(c2)CCC3)ccc1Cl | 9.1%
Cc1ccc(CNC(=O)c2cccc(-c3ccc(S(=O)(=O)N4CCCCC4)cc3)c2)cc1 | -0.6%
CC1(C)[C@H](Cc2cc(-c3ccccc3)on2)C[C@@H]1NS(=O)(=O)c1ccccc1 | ?
CCOc1ccc(Cn2nnc(C(=O)Nc3ccc(Cl)cc3)c2N)cc1 | ?

13 compounds already listed, ordered by length of the SMILES, falling:
SMILES | KDM5B inhibitor
Cc1cccc(Cn2c(N3CCN(Cc4c(F)cccc4Cl)CC3)nc3c2c(=O)[nH]c(=O)n3C)c1 | 14.0%
CC(C)(C)C(=O)N1CCC2(CC1)C(=O)N(CC(=O)Nc1cccc(Cl)c1)CN2c1ccccc1 | -26.0%
CC1(C)[C@H](Cc2cc(-c3ccccc3)on2)C[C@@H]1NS(=O)(=O)c1ccccc1 | ?
Cc1ccc(CNC(=O)c2cccc(-c3ccc(S(=O)(=O)N4CCCCC4)cc3)c2)cc1 | -0.6%
O=C1CCN(S(=O)(=O)c2ccccc2)CCCN(Cc2cn[nH]c2-c2cccs2)CCN1 | -6.0%
Cc1nn2c(c1-c1ccccc1Oc1ccccc1)N(Cc1ccc(C(=O)O)s1)CCC2 | ?
COc1ccc(OCC(=O)Nc2cc(-c3cccc(Cl)c3)nn2-c2ccccc2)cc1 | -14.2%
Cc1ccc(C2C=C(c3ccccc3)Nc3nc(NS(C)(=O)=O)nn32)cc1 (stereo not given) | 5.6%
Cc1cccc(OCC(=O)Nc2ccc3oc(-c4ccccc4F)nc3c2)c1 | ?
Cc1cnccc1CNC(=O)CC(c1cccc(O)c1)c1cccc(Cl)c1 (stereo not given) | ?
CCOc1ccc(Cn2nnc(C(=O)Nc3ccc(Cl)cc3)c2N)cc1 | ?
CN1Cc2nc(-c3cnn(C)c3)ccc2OCC1=O | ?
O=C(O)c1ccc(C(=O)O)nc1 | -33.7%

Additional compounds.
SMILES | KDM5B inhibitor
CNC(=O)NC(=O)CCCN1CCN(c2oc(C3CC3)nc2C#N)CC1 | 11.4%
Cc1ccc(NC(=O)c2cc(S(=O)(=O)N3CCCCC3)c[nH]2)cc1N(C)C | ?
NC(=O)CCN(C(=O)c1cccc(C(F)(F)F)c1)c1ccccc1 | 22.3%
Cc1noc(CSc2ccccc2C(=O)N2CCC(C)CC2)n1 | -1.0%
Cc1ccc(S(=O)(=O)Oc2ccc(Cl)cc2C2C3=C(CCCC3=O)OC3=C2C(=O)CCC3)cc1 | 7.3%
CCN1CC(C(=O)N(C)Cc2ccc(Oc3ccccc3)cc2)CCC1=O (stereo not given) | 21.0%
O=C(Nc1cccc(Cl)c1)c1cc(-c2ccc[nH]2)n[nH]1 | -4.7%
Cc1nc(NC(=O)C2CC(=O)N(CC(C)C)C2)sc1C (stereo not given) | 15.3%
COc1cc(OC)cc(C(=O)Nc2ccc(-c3nc4ccccc4s3)c(C)c2)c1 | ?
COc1ccccc1NC(=O)CSc1nnc(-c2ccccc2C)o1 | -15.9%
COc1ccc2c(C)c(CC(=O)NCc3ccc(F)cc3)c(=O)oc2c1C | -27.0%
Cc1ccc(NC(=O)CSc2nnc(NC(=O)NC3CCCCC3)s2)cc1 | -2.1%
CN1C(=O)C(c2ccccc2)CC12CCN(S(=O)(=O)N(C)C)CC2 (stereo not given) | 11.5%
CCCN(CC1CCOC1)C(=O)Nc1ccc(Cl)cc1C (stereo not given) | 25.6%
CC(=O)N1CCCC2(C1)CN(C)c1ccc(C(=O)NCC3CC3)cc12 (stereo not given) | 28.2µM*
CCC(CC)N1C[C@@H](CO)[C@H](c2nc(CCOC)no2)C1 | ?
COc1ccc(CN2CC[C@@H]3[C@H]2C(=O)NC[C@H](CCC(=O)NCc2ccco2)N3C)cc1 | -27.7%
N#CCCN(C(=O)COc1ncnc2sc3c(c12)CCCC3)c1ccccc1 | 2.8%
COCCC(=O)N[C@H]1CC[C@]2(C)CCC([C@H](C)C(=O)N3CCc4ccccc4C3)[C@H](O)[C@H]2[C@@H]1C (stereo not given in full) | -33.2%
CC(C)Oc1ccccc1CN1CCC([C@@H]2CNC[C@H]2CO)CC1 | -2.6%
COc1ccc(C(=O)/C=C/c2cccc(OC(=O)C3CC3)c2)cc1 | 12.9%
O=C(CCc1ccc2c(c1)CN(C(=O)C1CC1)CCO2)NCCCn1cccn1 | 17.9%
CCNC(=O)N1CCCC(Cc2noc(-c3cnccn3)n2)C1 (stereo not given) | 0.3%
Cc1nn2c(c1-c1ccccc1Oc1ccccc1)N(C(=O)c1ccnn1C)CCC2 | 12.8%[86.2 µM]
CCc1nc2c(c(-c3ccc(Cl)cc3)n1)CN(C(=O)Cc1ccccn1)CC2 | ?
O=C(CSc1nc2ncccc2[nH]1)Nc1cc(F)ccc1F | -6.0%
CCc1cccc(NC(=O)CCn2c(=O)c3cccn3c3cccnc32)c1 | -23.8%
O=C1NC2(CCN(C(=O)OCc3ccccc3)C2)N=C1c1ccccn1 (stereo not given) | 25.1µM*
Cc1ccc(-c2[nH]c3ccccc3c2C)cc1 | ?
O=C(c1ccc(S(=O)(=O)NCc2ccco2)cc1)N1CCCC1 | 3.1%
Cc1cc(C(=O)N[C@@H]2CN(c3ccncn3)C[C@H]2CN(C)C)no1 | 12.0%
Cc1ccc(/C=N/NC(=O)CCc2ccccc2)cc1 | -8.1%
Cc1ccc(Nc2sc(C(=O)c3ccccc3)c(N)c2S(=O)(=O)c2ccccc2)cc1Cl | ?
CCc1nccn1CCNC(=O)c1cccc(C2CCNC2)c1 (stereo not given) | -27.4%
CN(C)Cc1nnc(C2CCN(C(=O)CCc3ccncc3)CC2)n1C | 4.8%
CN1CCOC[C@H]2CCN(C(=O)c3cccs3)C[C@H]21 | -28.6%
COC(=O)c1sccc1NC(=O)Nc1cccc(C)c1C | 3.2%
CCCn1c(C)cc(C(=O)COC(=O)c2cc3ccccc3oc2=O)c1C | 1.8%
O=C(NC1CCCCC1)O[C@@H]1CO[C@H]2[C@@H]1OC[C@@H]2NS(=O)(=O)c1ccc(Cl)cc1 | -6.9%
Cc1ccc(NC(=O)C(=O)NCC(c2cccnc2)N2CCc3ccccc3C2)cc1 (stereo not given) | 17.9%
CS(=O)(=O)N1CCCC1c1noc(CCC(=O)N2CCC(N3CCCCC3)CC2)n1 (stereo not given) | 13.5%
